NCI-60 one-dose screen, 48 h, at 10 µM unless noted. Numbers give growth in % (100 = growth as untreated, 0 = no growth, -100 = all killed).
RPMI-8226 = RPMI-8226 leukemia cells; 77,000 tested, 7.5% active
MDA-MB-231 = MDA-MB-231 breast cancer; 81,000 tested, 5% active
MCF7 = MCF7 breast cancer; AID 1794796; 82,000 tested, 6.3% active
SR = SR leukemia cells. 73,000 tested, 8.7% active
CCRF-CEM = CCRF-CEM leukemia. 77,000 tested, 7% active
MOLT-4 = MOLT-4 leukemia cells; 80,000 tested, 6.9% active
K-562 = K-562 leukemia. 78,000 tested, 7.4% active. AID 1794777
MDA-MB-468 = MDA-MB-468 breast cancer | 78,000 tested, 8.5% active | AID 2202374
Starred values were filed as active, the others as inactive; x = not tested or not shown; & = joins results of further samples. The calls were made as follows: active = growth percent below 10; inactive = the rest. Rows were taken by chance; overall some 14% were active at least once.

Compound	MDA-MB-468	SR	MCF7	K-562	MOLT-4	CCRF-CEM	RPMI-8226	MDA-MB-231
COc1cc(/C=C2\SC(N3CCCCC3)=NC2=O)ccc1OCCCCCCOc1ccc(/C=C2\SC(N3CCCCC3)=NC2=O)cc1OC	7.4*	0.7*	17	3.9*	7.5*	1.1*	-5.8*	21
CCC(CC)(c1ccccc1)C(O)c1ccccc1 (configuration not stated)	101	96	112	112	98	106	113	101
O=C1NC(=O)C(Cn2cnc3ccccc32)C(=O)N1	98	x	90	98	99	98	103	102
CC(C)=CCC[C@](C)(O)[C@H]1CC[C@]2(C)[C@@H]1CC[C@@H]1[C@@]3(C)C/C(=C/c4cccnc4)C(=O)C(C)(C)[C@@H]3CC[C@]12C	102	77	89	80	80	95	66	92
O=C(Nc1nc(-c2ccccc2)cs1)c1cc(-c2ccc(Cl)cc2)nc2ccccc12	66	33	45	38	34	40	52	62
Nc1ncnc2c1ccn2-c1cccc(NC(=O)c2cccc(C(F)(F)F)c2)c1	31	55	59	59	52	51	53	58
Oc1[nH]c2ccc(Cl)cc2c1/C=c1/ccc2c(c1)N=C(c1cc(F)cc(F)c1)N=2	53	14	5.3*	15	13	17	74	79
Clc1ccc2c(NCCCNCc3ccc4c(c3)OCO4)ccnc2c1	-12*	-23*	31	-11*	25	42	22	13
C#Cc1ccc(-n2c(/C=C/c3ccc(O)c(OC)c3)nc3ncccc3c2=O)cc1	90	81	89	80	86	91	84	98
CCCCCCC1=CC(=O)CC(=O)C1	108	100	102	122	95	100	104	96
Nc1cc2ccccc2c(=O)n1NC(=O)c1ccc(F)cc1	103	90	94	95	91	99	106	x
COc1cc(-c2nc(-c3ccccc3)[nH]c2-c2ccnc(NCCCNS(=O)(=O)c3cccc(F)c3)n2)ccc1Cl	43	32	35	23	20	25	27	65
COc1ccc(-c2nnc(CNc3ccccc3C)o2)cc1	99	93	93	94	91	94	83	87
CS(=O)(=O)Nc1ccc(CNC(=O)c2sccc2Nc2ccnc(C(F)(F)F)c2)cc1	93	x	104	100	100	83	96	100
N#Cc1ccc([N+](=O)[O-])cc1NC(N)=S	96	95	98	103	104	108	102	103
COc1ccc(-c2csc(NC(=O)CSc3nc(-c4ccc(C)cc4)c(C#N)c(=O)[nH]3)n2)cc1	98	x	94	105	96	89	80	115
CN1C(=O)CNC(=O)[C@H](NC(=O)c2nc3ccccc3cc2O)CSSC[C@H]1C(=O)NCCCc1nc2ccccc2cc1O	22	-46*	55	18	-4.7*	14	x	x
Nc1ccc(N=Nc2ccccc2)cc1[N+](=O)[O-]	-6.4*	93	24	87	74	98	x	66
NS(=O)(=O)c1ccc(N=NNc2ccc(S(N)(=O)=O)cc2)cc1	100	108	74	95	106	101	106	103
CC1=C(c2cc(-c3ccc(Cl)cc3)nc(=O)[nH]2)C(c2ccccc2)NC(=S)N1 (configuration not stated)	60	83	80	90	93	91	81	96

Filtered by structure, those above with a CF3 group.
Compound	MDA-MB-468	SR	MCF7	K-562	MOLT-4	CCRF-CEM	RPMI-8226	MDA-MB-231
Nc1ncnc2c1ccn2-c1cccc(NC(=O)c2cccc(C(F)(F)F)c2)c1	31	55	59	59	52	51	53	58
CS(=O)(=O)Nc1ccc(CNC(=O)c2sccc2Nc2ccnc(C(F)(F)F)c2)cc1	93	x	104	100	100	83	96	100

Continued:
Compound	MDA-MB-468	SR	MCF7	K-562	MOLT-4	CCRF-CEM	RPMI-8226	MDA-MB-231
COC(=O)Cn1c(C(C)C)nc2ccccc21	107	x	99	x	x	97	94	109
C=C(C)[C@@H]1CC=C2c3sc(-c4ccc(OC)cc4)nc3C[C@@H](C)[C@]2(C)C1	x	88	100	104	100	108	100	93
CCCCCCCCCCCCNC(=S)N/N=C/c1ccc(O)c(OCC)c1	97	85	84	76	78	81	92	93
CC(=O)c1cc(N2CCCC2)ccc1NC(=O)c1cccc(OC(F)(F)F)c1	92	91	73	79	78	65	82	83
CC(=O)C1SCC[S+]1C (configuration not stated)	98	117	106	102	108	100	105	105
CCOC(=O)CCCNC(=O)c1sc2c(c1C)c(=O)nc1c(C#N)n[nH]n12	x	x	102	106	132	376	193	100
CCOC(=O)Nc1cccnc1	106	118	90	112	115	101	112	99
O=C(Nc1ccccn1)c1c(Cl)nc2n1CCS2(=O)=O	x	103	114	73	93	93	118	103
O=C(O)c1ccc(NCc2cn(-c3ccc(C(F)(F)F)cc3)nc2-c2ccc(C(=O)O)cc2)cc1	123	97	96	105	109	106	112	111
COc1ccc(C2N(c3ccccc3)NC(=O)[C@H]3CCCN23)cc1 (some centres not stated)	97	101	89	99	112	101	98	97
Nc1ccc(N=Nc2ccccc2)c(N)c1	110	81&82	98&86	106&106	81&92	85&90	92&113	99&105
OCc1nc2ccccc2s1	100	92	97	96	90	98	101	91
N#CCC(=O)N1CCCC1	107	62	110	87	87	108	100	94
CN1CCN(c2ccc(NC(=O)c3cncnc3Nc3ccc4c(ccn4Cc4cccc(F)c4)c3)cc2)CC1	45	11	13	2.7*	-2.0*	12	46	12
CCOC(=O)c1cc(C(=O)OCC)[nH]n1	102	94	106	100	99	93	103	118
O=C(Cn1nc(-c2ccccc2)ccc1=O)NN1C(=O)c2ccccc2C1=O	92	91	82	100	108	102	96	100
C[n+]1ccc(C[n+]2ccccc2)c2ccccc21	115	102	91	113	95	100	97	99
CSc1nc2c(=S)[nH]c(=S)[nH]c2s1	113	96	101	99	113	104	114	100
C=CC(=O)Nc1cc2c(Nc3ccc(F)c(Cl)c3)ncnc2cc1C#CC(C)(C)N1CCN(C)CC1	-61*	-14*	-65*	-31*	-23*	-12*	-34*	-90*
CCOc1ccc(NC(=O)NCCN2CCN(C(=O)Nc3ccc(OCC)cc3)CC2)cc1	126	82	95	96	96	97	93	95
O=C1/C(=C/c2ccc(F)cc2)CN(Cc2cn(CCNc3ccnc4cc(Cl)ccc34)nn2)C/C1=C\c1ccc(F)cc1	-64*	-24*	-80*	5.2*	-18*	x	-31*	-40*
Cc1ccc(-c2ccccc2C(=O)O)cc1	102	100	111	97	107	x	94	102
O=C(OCc1ccc2c(Br)cc(Br)c(O)c2n1)N1CCN(C(=O)c2cc3cc(F)ccc3[nH]2)CC1	86	92	95	103	91	87	93	91
N/N=C1\NNC2(O1)C(=O)Nc1ccccc12 (configuration not stated)	86	96	64	91	99	98	99	90
Nc1ccc(Sc2ccccc2)cc1	95	86	108	97	60	55	66	85
O=C1/C=C/[C@@H](O)[C@@H]2C[C@@H](O)C[C@H]2/C=C/CCC[C@H](CO)O1	-20*	x	-2.0*	47	-17*	22	37	3.2*
COC(=O)c1ccc2cc(OC)c(OC)cc2c1	99	92	92	115	86	91	101	127
O=C(O)c1cc(-n2c(O)c(C=C3N=c4ccccc4=N3)sc2=S)ccc1O	108	123	100	111	104	154	115	85
CC(C(=O)O)c1ccc(N2Cc3ccccc3C2=O)cc1 (configuration not stated)	101	120	108	141	122	117	121	112
C#CCn1cccc1/C=C1\SC(=S)NC1=S	107	80	71	97	107	106	98	99
O=C(NCc1ccc(F)cc1)C1=NOC(Cc2noc(-c3ccc(F)cc3)n2)C1 (configuration not stated)	105	81	98	94	92	89	88	117
CC(C)CN(CC(C)C)C(=O)c1ccc([N+](=O)[O-])cc1	95	102	98	85	97	89	97	94
CCOc1cc(S(=O)(=O)O)ccc1N	113	114	89	95	90	115	111	110
O=C(O)CO.[NH2-].[NH2-].[Pt+2]	108	88	93	106	109	107	99	99
O=C(N/N=C/c1c(Cl)cccc1Cl)c1ccccc1Nc1ccnc(C(F)(F)F)c1	54	103	46	78	63	82	90	74
Nc1nc(-c2ccccc2)c(N=Nc2ccc(Cl)cc2[N+](=O)[O-])s1	90	100	60	96	100	101	94	96
COc1ccc(C(=O)Nc2cccc(-c3cc(=O)c4c(OC)c(OC)c(OC)cc4o3)c2)cc1	75	29	66	21	23	28	19	57
O=c1c2c3c(sc2n2c(SCc4ccccc4)nnc2n1Cc1ccccc1)CCCC3	x	83	84	75	92	86	94	100
O=C(O)c1cccc2cnccc12	93	102	99	100	45	x	110	94
Cc1ccc(C)c(CCCC(=O)O)c1	101	119	105	x	103	126	118	110

Arranged by SMILES length (rising): five of the compounds above
Compound	MDA-MB-468	SR	MCF7	K-562	MOLT-4	CCRF-CEM	RPMI-8226	MDA-MB-231
CCOC(=O)Nc1cccnc1	106	118	90	112	115	101	112	99
CCOC(=O)c1cc(C(=O)OCC)[nH]n1	102	94	106	100	99	93	103	118
CSc1nc2c(=S)[nH]c(=S)[nH]c2s1	113	96	101	99	113	104	114	100
O=C(N/N=C/c1c(Cl)cccc1Cl)c1ccccc1Nc1ccnc(C(F)(F)F)c1	54	103	46	78	63	82	90	74
Oc1[nH]c2ccc(Cl)cc2c1/C=c1/ccc2c(c1)N=C(c1cc(F)cc(F)c1)N=2	53	14	5.3*	15	13	17	74	79

Other entries
Compound	MDA-MB-468	SR	MCF7	K-562	MOLT-4	CCRF-CEM	RPMI-8226	MDA-MB-231
NC(N)=Nc1cc2ccccc2c2ccccc12	54	44	81	62	42	40	33	80
O=C1CCCC1=P(c1ccccc1)(c1ccccc1)c1ccccc1	109	95	103	93	80	106	95	97
CC1(C)OC(=O)C(=Cc2cccc(Cl)c2)C(=O)O1	108	103	100	98	104	97	105	102
COc1cc(C(=O)n2nc(N3CCOCC3)c3ccc(-n4cccc4)cc32)cc(OC)c1OC	54	x	53	x	x	37	25	78
[2H]C([2H])([2H])Oc1ccc(Cl)cc1/C=C/C(=O)/C=C(/C=C/c1cc(Cl)ccc1OC([2H])([2H])[2H])OB(F)F	98	84	74	91	93	89	95	108
CCCCCCNC(=O)Oc1ccc(/C(=C(\C)c2ccc(Cl)cc2)c2ccc(OCCN3CCCCC3)cc2)cc1	25	-22*	7.8*	1.2*	11	34	18	53
COC(=O)c1sc(-c2ccc(OC)cc2)cc1O	84	79	96	90	95	91	87	100
CCC(CNc1cc(OC)cc2cccnc12)NC1CCCCC1 (configuration not stated)	x	48	72	21	60	98	71	93
Cn1c(=O)c2c(nc(Sc3nc(N)cc(=O)[nH]3)n2CC(=O)Nc2ccc(S(N)(=O)=O)cc2)n(C)c1=O	95	x	97	103	96	103	107	107
O=C(O)c1ccc(/C=N\N=C\c2ccco2)cc1	104	40	103	76	85	81	102	101
CCC(C)n1cnc2c(Nc3ccccn3)nc(Cl)nc21 (configuration not stated)	92	96	89	101	97	101	104	102
CCCCCN1C=C/C(=C\C(=O)N(C)c2ccccc2Br)c2ccccc21	71	74	94	75	89	96	74	98
FC(F)(F)c1nc2nc(Cl)c(Cl)nc2[nH]1	103	105	99	103	94	92	102	127
COc1ccc(N)c(S)c1	97	103	94	97	91	98	96	87
Cc1ccc2c(c1)C(=O)/C(=C/c1cccc(F)c1)S2	85	101	74	91	106	104	85	100
COc1c(N2CC3CCCNC3C2)c(F)cc2c(=O)c(C(=O)N/N=C/c3ccoc3)cn(C3CC3)c12 (configuration not stated)	88	93	72	92	100	99	98	102
COc1cc(-c2nc(SCC(C)C)nc(NC(C)(C)C)c2C#N)cc(OC)c1OC	109	42	98	82	74	60	111	102
CCOC(=O)c1c(C)nc2c(c1N)CC(=O)N2Cc1cccc(OC)c1	108	101	88	98	87	121	84	90
C#CCN(C)CCCOc1ccc(NCc2ccc(/C=C/C(=O)NO)cc2)cc1Cl	-48*	9.7*	10	15	16	11	8.5*	16
CC1(C)C(=O)/C(=C\c2ccco2)C[C@]2(C)[C@H]3CC[C@@H]4[C@@H](C(=O)/C=C/c5ccco5)CC[C@@]4(C)[C@]3(C)CC[C@@H]12	-1.5*	71	62	86	68	51	75	56

Single values from the list.
MCF7, `COc1cc(-c2nc(SCC(C)C)nc(NC(C)(C)C)c2C#N)cc(OC)c1OC` stands at 98
MCF7, `COc1c(N2CC3CCCNC3C2)c(F)cc2c(=O)c(C(=O)N/N=C/c3ccoc3)cn(C3CC3)c12` (configuration not stated) stands at 72
MCF7, `CCCCCCNC(=O)Oc1ccc(/C(=C(\C)c2ccc(Cl)cc2)c2ccc(OCCN3CCCCC3)cc2)cc1` stands at 7.8*
MDA-MB-231, `Nc1ccc(N=Nc2ccccc2)c(N)c1` stands at 99&105

(further entries)
Compound	MDA-MB-468	SR	MCF7	K-562	MOLT-4	CCRF-CEM	RPMI-8226	MDA-MB-231
Cc1cccc(C)c1NC(=O)CSC(N)=O	x	118	94	100	78	112	113	105
CC(C)(C)c1nc(N)c2c(Nc3ccc(Cl)cc3)[nH]nc2n1	100	67	89	77	79	103	x	98
O=c1[nH]c(N2CCCCC2)nc2nccc(-c3ccncc3)c12	98	98	89	96	104	95	97	112
NC(=O)c1cc(Sc2ccccc2)nc2ccccc12	101	88	98	93	89	87	91	92
O=C1NC(=NCCO)S/C1=C\c1ccc(O)cc1	100	91	90	82	85	103	106	112
COc1ccc2c(c1)c(-c1nc(N)nnc1-c1cn(C)c3ccc(Br)cc13)cn2C	96	116	94	82	83	96	103	97
COc1ccc([C@H]2c3[nH]c4ccccc4c3C[C@H]3C(=O)N(CCCCCCC(=O)NO)CC(=O)N23)cc1OC	x	76	91	82	99	76	86	92
C#CCOc1ccccc1C(OC(=O)c1ccccc1)C(=O)NC(C)(C)C(C)(C)C (configuration not stated)	81	65	80	78	41	79	74	81
O=C(Nc1ccccc1O)c1ccc(CNC(=O)c2ccccc2Nc2ccnc(C(F)(F)F)c2)cc1	64	72	67	51	49	34	51	64
CC(C)N(C(=O)CSc1nc2c([nH]1)c(=O)n(C)c(=O)n2C)c1ccccc1	x	78	107	84	100	68	71	108
COC(=O)c1cc(=O)n2[nH]c(Nc3ccccc3)c(-c3nc4ccccc4s3)c2n1	89	99	86	101	61	48	79	88
CNC(=O)OCc1snc(-c2ccccc2)c1COC(=O)NC	106	102	101	104	104	x	101	89
CN1CCCc2cc3c(cc21)oc1ccccc13	79	82	51	95	95	115	95	105

High-throughput results from PubChem BioAssay.
